Source: PubChem BioAssay
Exocytosis inh: lytic granule exocytosis inhibition; TALL-104 LAMP-1 surface exposure, flow cytometry; cells stimulated with thapsigargin and PMA; actives 0.66% (n = 360,000); inhibition, % at 10 µM; AID 651702;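 active means inhibition above about 55%, limit read from the data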
Cardio protect: modulators protecting cardiomyocytes from myocardial damage; H9c2 cardiomyocytes, H2O2 injury protection, ATPLite, 2 h; protection from H2O2 cell death, % at 20 µM; actives 0.63% (n = 360,000);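 active means compounds giving at least 50% protection of heart cells from peroxide-induced death in the single-dose screen, raw or plate-pattern-corrected value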;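 further: 0% = DMSO wells with peroxide and 100% = DMSO wells without peroxide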
ABCB6 inh 2: inhibitors of human ABC transporter ABCB6; AID 602162; actives 0.19% (n = 360,000); Q9NP58; fluorescence ratio to DMSO, % at 10 µM; K562-ABCB6 porphyrin accumulation, flow cytometry, 1 h; stronger effect = lower value;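 active means fluorescence ratio to DMSO below 75%, the collection mean minus 3 SD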;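 further: signal is porphyrin accumulated inside mitochondria; 100% equals median channel fluorescence of DMSO control wells; lower ratio means ABCB6 inhibition with less porphyrin fluorescence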
Target sequence (Q9NP58 whole entry, looked up): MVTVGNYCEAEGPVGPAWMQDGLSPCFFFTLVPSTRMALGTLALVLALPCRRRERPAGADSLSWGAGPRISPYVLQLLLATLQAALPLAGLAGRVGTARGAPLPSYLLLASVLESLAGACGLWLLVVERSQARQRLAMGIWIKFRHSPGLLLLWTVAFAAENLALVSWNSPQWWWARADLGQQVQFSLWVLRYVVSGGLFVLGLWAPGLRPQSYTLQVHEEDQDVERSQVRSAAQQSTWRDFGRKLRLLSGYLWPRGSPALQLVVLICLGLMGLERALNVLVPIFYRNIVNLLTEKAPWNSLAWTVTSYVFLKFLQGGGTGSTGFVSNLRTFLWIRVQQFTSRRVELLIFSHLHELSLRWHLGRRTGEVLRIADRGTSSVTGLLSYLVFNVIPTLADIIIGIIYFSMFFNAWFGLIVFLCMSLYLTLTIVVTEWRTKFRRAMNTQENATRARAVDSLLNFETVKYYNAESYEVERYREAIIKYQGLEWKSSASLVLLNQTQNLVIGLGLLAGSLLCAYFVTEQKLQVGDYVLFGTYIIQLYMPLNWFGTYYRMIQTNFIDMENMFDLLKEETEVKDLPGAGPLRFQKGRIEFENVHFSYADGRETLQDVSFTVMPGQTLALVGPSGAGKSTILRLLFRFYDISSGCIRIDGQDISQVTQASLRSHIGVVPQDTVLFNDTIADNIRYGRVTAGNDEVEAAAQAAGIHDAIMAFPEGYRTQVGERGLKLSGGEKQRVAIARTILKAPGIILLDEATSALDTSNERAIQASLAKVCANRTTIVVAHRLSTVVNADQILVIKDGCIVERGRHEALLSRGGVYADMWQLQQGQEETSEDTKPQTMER
MC4R barr agon: activates human MC4R beta-arrestin recruitment; P32245; activation, % at 8.9 µM; U2OS MC4R beta-arrestin complementation, luminescence; percent of melanotan II response, DMSO zero; actives 0.98% (n = 360,000);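 active means activation above a per-plate cutoff, the mean activation of sample wells on that plate plus 3 SD, cut at about 8% in these data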
ABHD5-PLIN5 inh: ABHD5-PLIN5 protein interaction inhibition; Q00G26+Q8WTS1; Split G. princeps luciferase complementation, luminescence, 4 h; inhibition, % at 4 µM; actives 0.78% (n = 360,000);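 active means inhibition above the mean inhibition across every tested compound plus 3 SD, cut at about 22% in these data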;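 further: 0% = DMSO only wells and the 100% control is not disclosed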
PDI turbidity: PDI (human) enzyme inhibition. P07237. PDI insulin aggregation turbidity, A650, 90 min. inhibition, % at 10 µM. actives 0.052% (n = 350,000). AID 588391;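 active means mean inhibition across replicates of 30% or more, whatever share of single replicates reach that level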;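 further: absorbance from insulin aggregation driven by PDI reduction with DTT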
CaV13 ICDI inh: Primary screen for inhibitors of IQ motif and Ca2+-dependent inactivation inhibitor domain binding in CACNA1D, Förster resonance energy transfer in living cells, …. AID 743397. HEK cells, CFP/YFP FRET ICDI-IQ, plate reader, 10 min; percent FRET-ratio fall versus neutral wells. inhibition, % at 12.3 µM. actives 0.098% (n = 340,000);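 active means mean replicate inhibition of at least 30% and at least 1% of replicates passing that level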;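 further: 0% = median of the neutral control wells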
MC4R antag cAMP: blocks human MC4R cAMP signaling; MC4R-expressing cells, MTII-stimulated cAMP, LANCE TR-FRET; P32245; actives 0.48% (n = 360,000); AID 540295; inhibition, % at 6.5 µM;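 active means inhibition above its plate's cutoff, the mean of tested wells on that plate plus 3 SD, cut at about 29% in these data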;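 further: 0% = Melanotan II alone and 100% = Melanotan II plus saturating MCL0020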
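System: U2OS cells stably expressing human melanocortin 4 receptor (MC4R). Reagent: Melanotan II challenge after compound preincubation. Doses: 6.5 µM. Times: 30-min compound, 1-h challenge, 1-h detection, room temperature. Measured by: TR-FRET with Eu-cAMP and labeled anti-cAMP, 671 nm. Replicates: singlicate.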
m5-HT2A agonist: mouse HTR2A agonism via beta-arrestin recruitment; actives 0.66% (n = 360,000); AID 624169; P35363; activation, % at 7.6 µM; CHO-K1 mHTR2A beta-arrestin complementation, luminescence; percent of 30 µM serotonin response;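 active means activation above a run cutoff, the mean activation of all tested compounds plus 3 SD, cut at about 14% in these data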;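 further: 0% = plate median of compound wells and 100% = 30 µM serotonin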
Glyco luc inh: N-linked glycosylation inhibition | actives 0.23% (n = 360,000) | D54 ERlucT glycosylation luciferase reporter, 24 h; percent of 100 nM tunicamycin response | reporter increase, % at 12.5 µM;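 active means mean luciferase reporter signal, scaled so untreated is 0 and the glycosylation-blocking control 100, at or above a set limit in every replicate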;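 further: luciferase carries N-glycosylation sites so blocking glycosylation raises the light; 0% = median of neutral control wells and 100% = median of 100 nM tunicamycin wells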
* = called active by the depositor; · = not tested or not shown. Rows were taken by chance, and some 4.2% of all compounds hit somewhere here.

SMILES	Exocytosis inh	Cardio protect	ABCB6 inh 2	MC4R barr agon	ABHD5-PLIN5 inh	PDI turbidity	CaV13 ICDI inh	MC4R antag cAMP	m5-HT2A agonist	Glyco luc inh
O=C(C[n+]1cccc2ccccc21)c1ccc([N+](=O)[O-])cc1	-1	-3	161	-1.9	0	6	-32	3	4	25
COc1cc(C)ccc1OCCOCCOc1ccc([N+](=O)[O-])cc1	-6	2	87	-2.4	-5	2	-3	-2	4	1
COc1cccc(-c2csc(N3CCN(C(=S)Nc4cccc(Cl)c4)CC3)n2)c1	2	-7	95	4.0	-5	2	-7	16	-3	-3
Cc1nn(CCCC(=O)NCc2ccc(Cl)cc2)c(C)c1[N+](=O)[O-]	-2	7	94	0.7	6	4	-2	-1	6	3
COc1ccc(S(=O)(=O)N2CCOC23CCN(S(=O)(=O)c2cccs2)CC3)cc1	-2	-6	101	-2.8	1	-4	-7	18	-7	-1
CC(=O)c1c(C)[nH]c(C(=O)OCC(=O)NNC(=O)c2ccc([N+](=O)[O-])cc2)c1C	2	4	92	-1.6	6	-32	-10	8	-1	0
CSc1ccc(CNCCN2CCOCC2)cc1	0	0	103	-2.3	-3	1	-1	-4	-4	0
O=C1CCCC/C1=C/NCc1ccccc1	0	9	97	-1.3	-2	0	-4	14	4	0
Cc1cccc(Cn2cc3c(=O)n(Cc4cccc(F)c4)nc-3c3ccccc32)c1	-8	-9	95	17*	0	5	-3	24	5	-1
COc1ccccc1N(C)S(=O)(=O)c1ccc(C(=O)Nc2ccncc2)cc1	12	-15	96	-2.8	0	6	-6	-1	3	-6
CCCOc1ccc(/C=N/NC(=O)c2nnn(-c3nonc3N)c2-c2cccs2)cc1OC	11	0	92	-4.0	-14	-5	-14	7	-8	-3
COCCNC(=O)C(=O)NNS(=O)(=O)c1ccc2ccccc2c1	-1	-2	102	0.2	1	-1	-3	4	0	-1
Cc1ccc(NC(CC(=O)c2ccccc2)C(=O)O)cc1Cl (centres undefined)	-1	-10	97	1.0	29*	2	-16	0	-1	-12
O=C(NC(=S)Nc1ccc2c(c1)OCCO2)c1ccccc1	3	-10	95	0.6	-2	5	-5	3	0	-13
COc1cc(C(=O)N2CCC2(C)C(=O)O)cc(OC)c1OC (centres undefined)	6	1	101	-2.5	-4	-46	-10	2	4	3
CN(C)/C=N/C1=C(C#N)C(c2ccc(Br)cc2)c2ccc3ccccc3c2O1 (centres undefined)	-22	0	94	0.4	0	-6	-5	10	-1	-2
CSCC[C@H](NC(=O)[C@@H]1Cc2ccccc2CN1)C(=O)Nc1cccc(C)c1	2	3	103	1.5	9	1	-2	-6	-5	-1
O=C(Oc1ccnc2cc(Cl)ccc12)N1CCCCCC1	-10	-17	101	4.5	-3	-1	·	6	2	-4
CCOC(=O)CNC(=O)CNC(=O)c1ccc(OC(C)C)cc1	9	-2	100	-0.9	9	2	-18	0	3	3
Cc1ccc(S(=O)(=O)N2CCCN(S(=O)(=O)c3ccc4c(c3)OCCO4)CC2)cc1	-4	-2	105	0.0	-3	-1	-2	7	1	-1
CCN(CC)c1ccc(NC(=O)c2nc3nc(C)cc(C(F)F)n3n2)cc1	1	3	99	-0.1	1	·	-7	-18	1	-1
C#CCOCCOCCOCCNc1nc(N2CCOCC2)nc(N2CCN(C(=O)[C@H]([C@@H](C)CC)n3cc([C@@H](N)CO)nn3)CC2)n1	17	8	97	0.3	-8	-1	-6	1	0	-1
COc1cccc(NC(=O)CN(C)C(=O)c2ccc(N3CCCCC3)c([N+](=O)[O-])c2)c1	-2	-7	96	-5.6	-10	1	-4	26	-1	0
CCCC(C)C(=O)Nc1ccc(NC(C)=O)cc1 (centres undefined)	0	1	96	-1.9	-2	4	·	-4	-1	1
CCC(c1nnnn1Cc1ccco1)N1CCC(C(N)=O)CC1 (centres undefined)	-1	1	88	-0.9	2	1	1	9	1	2

Ordered by the number under Exocytosis inh (ascending): some entries from above
| SMILES | Exocytosis inh | ABCB6 inh 2 | MC4R barr agon | ABHD5-PLIN5 inh | PDI turbidity | CaV13 ICDI inh | MC4R antag cAMP | m5-HT2A agonist | Glyco luc inh |
| --- | --- | --- | --- | --- | --- | --- | --- | --- | --- |
| CN(C)/C=N/C1=C(C#N)C(c2ccc(Br)cc2)c2ccc3ccccc3c2O1 (centres undefined) | -22 | 94 | 0.4 | 0 | -6 | -5 | 10 | -1 | -2 |
| CCC(c1nnnn1Cc1ccco1)N1CCC(C(N)=O)CC1 (centres undefined) | -1 | 88 | -0.9 | 2 | 1 | 1 | 9 | 1 | 2 |
| CCCC(C)C(=O)Nc1ccc(NC(C)=O)cc1 (centres undefined) | 0 | 96 | -1.9 | -2 | 4 | · | -4 | -1 | 1 |

Next section:
SMILES	Exocytosis inh	Cardio protect	ABCB6 inh 2	MC4R barr agon	ABHD5-PLIN5 inh	PDI turbidity	CaV13 ICDI inh	MC4R antag cAMP	m5-HT2A agonist	Glyco luc inh
NC(=O)Cn1c2[n+](c3ccccc31)CC(O)CS2 (centres undefined)	0	5	103	-0.4	-7	-11	·	3	-1	2
CCOc1ccc(C(=O)NCCCN(CC)CC)cc1	1	-1	101	1.0	-1	12	·	3	0	1
Cc1cc(C)n2nc(-c3ccc(Cl)cc3)cc2n1	-12	-4	109	-0.1	-11	12	-3	-5	2	-4
CC(=O)c1nn(-c2cccc(C(F)(F)F)c2)c(=O)[nH]c1=O	6	5	98	-1.3	-1	-20	-9	11	0	0
O=C(NCCN1CCC(n2c(=O)[nH]c3ccccc32)CC1)c1ccc(F)cc1F	-1	·	92	·	3	·	-10	·	-5	·
Cc1ccc(SCCNC(=O)c2ccc(C)c(S(=O)(=O)Nc3cccc(C)c3)c2)cc1	14	-14	97	-0.6	-13	-4	·	16	-7	-7
CC(C)(C#N)NC(=O)c1ccco1	-2	8	90	-2.4	-1	-1	-1	4	-5	2
O=C(Nc1ccc(S(=O)(=O)NCc2cccnc2)cc1)c1ccco1	-1	-5	98	0.2	3	3	-4	13	-3	-3
CCCCCC[n+]1c(-c2ccc(Cl)cc2Cl)csc1Nc1ccccc1	-2	-10	94	-0.3	-8	-3	-4	14	5	-1
CN=Cc1sc2ccccc2c1O	-1	1	102	-2.2	-9	3	-7	-14	6	0
O=c1c(Cl)c(N2CCOCC2)cnn1-c1nc2ccccc2[nH]1	-1	-13	96	-2.0	1	-1	6	7	-1	-9
CCOC(=O)C1CN(S(C)(=O)=O)c2cc(CC(=O)OC)ccc2O1 (centres undefined)	0	1	98	-3.6	0	15	-6	3	-1	-1
COc1ccc(NC(=O)CN2C(=O)NC(C)(c3ccc4c(c3)OCO4)C2=O)cc1S(N)(=O)=O (centres undefined)	-1	-4	92	-1.3	4	4	-7	9	0	1
Cc1cc(NC(=O)CSCc2ccccc2C)no1	-2	3	96	-3.2	1	-3	-2	5	-1	1
Cc1nc2ccccc2c(=O)n1NC(=O)/C=C/c1ccccc1	-2	4	103	0.4	1	7	-15	-2	5	-1
O=C(O)c1ccccc1CSC1=NCCS1	0	2	98	-1.5	-4	3	0	2	-2	4
CCOc1ccccc1NC(=O)C(=O)N/N=C/c1cc(Br)ccc1O	-1	57*	101	-3.8	1	-8	-5	4	1	-1
COCCN(C(=O)CC1CCCC1)c1c(N)n(CC(C)C)c(=O)[nH]c1=O	2	5	105	0.2	-4	-22	-2	4	2	2
Cc1nn(-c2ccccc2)c(NC(=O)c2cccs2)c(-c2ccccc2)c1=O	12	9	104	0.3	3	6	-4	18	0	0
COC(=O)CSc1nnc(CNS(=O)(=O)c2ccc(Br)cc2)n1C	0	6	99	-0.8	-4	8	-2	6	1	1
Cc1c(OC(C)C(=O)O)ccc2c(-c3ccccc3)cc(=O)oc12 (centres undefined)	3	27	85	-0.1	-11	-1	-2	7	1	0
CC(OC(=O)CN1C(=O)NC(C)(C)C1=O)C(=O)c1ccccc1 (centres undefined)	-1	10	101	-0.4	5	0	-5	2	0	2
O=C(CN1C(=O)C(c2ccccc2)Oc2cccnc21)NCc1ccccc1F (centres undefined)	16	-3	105	-1.9	-2	6	-15	4	-2	-2
N/C(=N\OC(=O)COc1ccc(Cl)cc1Cl)c1cccnc1	-1	0	98	0.3	-1	7	-4	-8	0	-2
COc1ccc(C(=O)c2ccc(Cl)cc2)c2ccccc12	0	-5	99	-0.5	-1	2	-5	-4	-1	-1
Further structures follow.
SMILES	Exocytosis inh	Cardio protect	ABCB6 inh 2	MC4R barr agon	ABHD5-PLIN5 inh	PDI turbidity	CaV13 ICDI inh	MC4R antag cAMP	m5-HT2A agonist	Glyco luc inh
CCc1nnc(NC(=O)CSc2nnnn2C)s1	1	-1	99	1.7	1	2	-3	4	1	1
O=C(N/N=C/c1ccc(O)c(O)c1)NC12CC3CC(CC(C3)C1)C2	-3	24	75	-3.5	-7	1	-22	-12	0	2
COc1ccc(CN(C)C(=O)c2cc(-c3ccc(OC)c(OC)c3)nc3ccccc23)c(OC)c1	-13	6	99	-2.2	1	-3	-8	-1	2	-2
COc1ccc(-c2nc(NC(=O)c3nc4nccc(C)n4n3)sc2C)cc1	-6	11	97	1.5	-4	3	-1	25	-1	2
S=C(c1ccc(-c2ccc(Br)cc2)o1)N1CCCCC1	0	-12	96	0.3	-9	-10	-2	16	-4	-4
CC(C)CNC(=S)Nc1ccccc1F	-1	-5	104	1.5	1	-7	-18	7	2	2
COc1cccc(CN2CCC2(C)C(=O)Nc2ccc(Cl)c(Cl)c2)c1F (centres undefined)	1	-14	91	2.3	-4	-2	-4	7	2	-1
CC(C(=O)N=Nc1c(O)[nH]c2ccccc12)n1cnc2ccccc2c1=O (centres undefined)	6	1	92	-2.2	-1	8	-17	-4	-6	1
CC(NC(=O)CN1C(=O)NC2(CCCCCC2)C1=O)c1ccccc1Cl (centres undefined)	-5	9	100	-3.1	4	-1	-5	1	8	-2
COC(=O)CN1C(=O)COc2ccc(S(=O)(=O)N3CCCC3)cc21	-3	-2	96	0.7	-3	1	-2	7	5	1
NC(=O)c1oc2ccccc2c1NC(=O)c1ccc(F)cc1	14	17	96	-1.2	-2	4	-7	5	2	3
CC(C(=O)N1CCCc2ccccc21)N1CCN(c2ccccn2)CC1 (centres undefined)	-3	3	96	-2.4	2	9	-16	6	-1	-1
CCCCn1c(N)c(N(CC(C)C)C(=O)c2ccc(C)o2)c(=O)[nH]c1=O	9	14	95	-3.8	0	1	-7	3	0	1
N#CC(C(N)=O)=C1CCC2(CC1)OCCCCO2	-1	6	101	-0.5	1	-8	·	5	-2	1
Cc1cc(OCC(=O)N(Cc2ccco2)C2CCS(=O)(=O)C2)cc(C)c1Cl (centres undefined)	12	1	104	-0.2	6	-6	-5	8	5	0
COc1cccc(N2C(=O)C(Cc3c[nH]c4ccccc34)NC2=S)c1 (centres undefined)	2	5	96	0.0	-4	20	-5	15	2	-1
COc1cc2c(cc1OC)C(c1ccccc1OC(C)C)CC(=O)N2 (centres undefined)	6	-6	100	0.4	-4	-2	-1	15	-4	0
O=C(N/N=C/c1ccccc1OC(=O)c1ccc2c(c1)OCO2)c1cccc(F)c1	-2	10	108	0.1	-3	-4	-20	18	-3	1
O=C1Nc2ccccc2/C1=N\N1CCOCC1	5	1	95	-1.2	-27	-4	-18	-16	0	2
